High-throughput results from PubChem BioAssay.
RGS7-Gao: human RGS7-Galphao interaction regulation. 220,000 tested, 0.35% active. Multiplexed bead flow cytometry, RGS7-Galphao binding; actives lie on both sides. AID 1439. P09471. binding response (% of control), % at 10 µM; in the data active = binding response below about 49% or above about 150%; inconclusive = no clear call, values can overlap the other calls; inactive = in between;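 also: fluorescent Galphao held in activated GDP-AlF4 state binding bead-coupled RGS7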
Target sequence (P09471 whole entry, looked up): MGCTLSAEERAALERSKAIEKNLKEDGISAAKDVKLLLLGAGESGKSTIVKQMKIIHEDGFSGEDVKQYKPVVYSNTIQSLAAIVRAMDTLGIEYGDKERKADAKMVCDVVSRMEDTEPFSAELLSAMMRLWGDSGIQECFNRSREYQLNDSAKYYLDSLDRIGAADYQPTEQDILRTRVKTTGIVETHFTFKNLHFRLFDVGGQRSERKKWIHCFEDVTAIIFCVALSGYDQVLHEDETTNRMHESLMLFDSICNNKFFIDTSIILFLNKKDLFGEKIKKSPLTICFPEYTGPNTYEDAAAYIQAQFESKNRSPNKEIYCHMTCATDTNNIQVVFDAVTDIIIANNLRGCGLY
Mcl1 Noxa PPI: disrupts binding of human Mcl-1 to Noxa peptide | Q07820 | TR-FRET Mcl-1/Noxa peptide binding, 2 h | 220,000 tested, 1.5% active | inhibition, % at 21.7 µM | AID 1022;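 active = compounds that cut the protein-peptide binding signal by more than 50% relative to plate controls in a single-dose test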;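 also: His-tagged Mcl-1 with rhodamine Noxa BH3 peptide and terbium anti-His antibody; 0% = Mcl-1 plus Noxa peptide wells and 100% = peptide-only wells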
Mcl-1 Bim block: inhibitors of Bim-Mcl-1 interaction, human | Bead-based flow cytometry, Bim peptide-Mcl-1 binding | inhibition, % at 10 µM | 190,000 tested, 0.1% active | AID 1009;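 also: 0% = no compound tracer wells and 100% = peptide blocker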
RGS8-Gao: human RGS8-Galphao interaction regulation | AID 1423 | response (percent of control binding), % at 10 µM | P09471 | multiplexed bead flow cytometry, RGS8-Galphao binding; actives lie on both sides | 220,000 tested, 0.34% active; in the data active = response below about 60% or above about 140%; inactive = in between;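 also: Galphao activated as the GDP aluminium fluoride complex binding bead-coupled RGS8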
Mcl1-Bid inh: disrupts binding of human Mcl-1 to Bid peptide; AID 1021; TR-FRET Mcl-1/Bid-Dy647 peptide binding, 1536-well; 220,000 tested, 0.97% active; inhibition, % at 21.7 µM;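 active = compounds that cut the binding signal by more than half at the single screening dose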;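 also: His-tagged Mcl-1 with europium anti-His antibody binding Bid BH3 peptide; 0% = Mcl-1 plus peptide wells and 100% = peptide-only wells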
RGS4-Gao reg: human RGS4-Galphao interaction regulation | P09471 | Multiplexed bead flow cytometry, RGS4-Galphao binding; actives lie on both sides | binding response (% of control), % at 10 µM | 220,000 tested, 0.33% active; in the data active = binding response below about 49% or above about 150%; inactive = in between;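 also: fluorescent Galphao activated with aluminum fluoride binding bead-coupled RGS4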
Bim-Bfl-1: inhibitors of Bim-Bfl-1 interaction, human | Q16548 | Bead-based flow cytometry, Bim-Bfl-1 binding inhibition | inhibition, % at 10 µM | 190,000 tested, 0.12% active;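 also: 0% = wells without compound plus tracer and 100% = blocker peptide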
Bcl-XL Bim block: inhibitors of Bim-Bcl-XL interaction, human | AID 1007 | 190,000 tested, 0.04% active | inhibition, % at 10 µM | Bim peptide-Bcl-XL binding, bead flow cytometry, fluorescence
Target sequence (Q07817 whole entry, looked up): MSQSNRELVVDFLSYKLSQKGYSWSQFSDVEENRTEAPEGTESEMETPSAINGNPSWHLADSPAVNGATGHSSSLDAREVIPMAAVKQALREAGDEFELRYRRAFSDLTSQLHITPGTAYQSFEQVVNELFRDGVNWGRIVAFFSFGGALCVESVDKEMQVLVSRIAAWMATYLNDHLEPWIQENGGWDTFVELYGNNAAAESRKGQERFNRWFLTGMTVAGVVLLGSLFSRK
Bim-Bcl-B: human Bim-Bcl-B interaction inhibition. inhibition, % at 10 µM. bead-based flow cytometry, Bim peptide-Bcl-B binding. Q9HD36. 190,000 tested, 0.073% active. AID 951;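 also: 0% = tracer peptide without compound and 100% = reference inhibitor peptide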
Bcl-2 Bim block: inhibitors of Bim-Bcl-2 interaction, human. Bead-based flow cytometry, Bim peptide-Bcl-2 binding. 190,000 tested, 0.06% active. inhibition, % at 10 µM. AID 950; in the data active = inhibition above about 40%; inconclusive = no clear call, values can overlap the other calls;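 also: 0% = no compound wells with probe peptide and 100% = reference peptide inhibitor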
Target sequence (P10415 whole entry, looked up): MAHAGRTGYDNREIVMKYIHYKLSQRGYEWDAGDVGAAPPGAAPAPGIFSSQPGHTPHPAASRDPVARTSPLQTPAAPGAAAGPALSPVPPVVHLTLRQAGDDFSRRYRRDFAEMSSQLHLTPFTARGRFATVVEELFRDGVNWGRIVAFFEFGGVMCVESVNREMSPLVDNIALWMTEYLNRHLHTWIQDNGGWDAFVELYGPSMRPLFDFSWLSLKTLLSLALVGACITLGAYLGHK
Bim-Bcl-W: inhibitors of Bim-Bcl-W interaction, human | Q92843 | bead-based flow cytometry, Bim peptide-Bcl-W binding | 190,000 tested, 0.02% active | AID 952 | inhibition, % at 10 µM;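 also: 0% = bound tracer without compound and 100% = peptide blocker; higher means less fluorescent Bim peptide bound to Bcl-W beads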
Target sequence (Q92843 whole entry, looked up): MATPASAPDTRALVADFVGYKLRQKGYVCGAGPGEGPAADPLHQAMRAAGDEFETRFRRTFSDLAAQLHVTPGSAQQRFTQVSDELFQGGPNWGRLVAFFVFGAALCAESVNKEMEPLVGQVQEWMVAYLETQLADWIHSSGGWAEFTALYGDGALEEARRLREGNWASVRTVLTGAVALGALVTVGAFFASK
An asterisk follows results filed as active; ? = inconclusive; . = not tested or not shown; [ ] = dose if it differs, or a comment. Rule as the data show it, unless noted: active = inhibition above about 40%. An excerpt; the hit share may differ from the screen's.

SMILES	RGS7-Gao	Mcl1 Noxa PPI	Mcl-1 Bim block	RGS8-Gao	Mcl1-Bid inh	RGS4-Gao reg	Bim-Bfl-1	Bcl-XL Bim block	Bim-Bcl-B	Bcl-2 Bim block	Bim-Bcl-W
O=C(c1cc2c(s1)CCCC2)N1CCC2(CC1)OCCO2	100	8	-3	102	-1	103	-12	-3	-6	-6	-4
CCNC(=O)[C@H]1O[C@@H](n2cnc3c(N)ncnc32)[C@H](O)[C@@H]1O	98	-21	-2	101	-7	101	-1	-3	-3	-5	-1
Cn1c(O)c(C(=Nc2ccccc2)SCc2ccc(Cl)cc2)c(=O)n(C)c1=O	?	-15	.	103	-12	102	.	.	.	.	.
C#C[C@]1(O)CC[C@H]2[C@@H]3CCC4=CC(=O)CC[C@]4(C)[C@H]3CC[C@@]21C	101	23	-2	103	-11	101	-1	-7	-4	-3	0
COc1ccc(/C=C2\C(=O)NC(=O)N(Cc3ccccc3)C2=O)c(OC)c1OC	102	20	-1	96	-28	100	-3	1	-1	3	3
NS(=O)(=O)c1cccc(N2CCNCC2)c1	102	10	-1	104	-27	106	-3	0	0	-3	1
O=P(O)(O)COc1ccccc1O	114	-7	-2	112	-16	116	-1	-2	-1	0	2
CC(=O)N1CCCSC1=Nc1ccccc1	101	0	-4	98	-10	100	-5	-1	-2	-2	0
CC(C)NS(=O)(=O)c1ccc(OCC(=O)N2CCN(C)CC2)cc1	130	8	0	185*[activator]	-23	134	2	1	1	2	0
Cc1ccccc1CN1CCN(C(=O)Cc2ccccc2)CC1	92	29	7	103	34	96	6	3	4	5	4

Look-ups from above.
Cc1ccccc1CN1CCN(C(=O)Cc2ccccc2)CC1 in Bim-Bcl-W has 4
COc1ccc(/C=C2\C(=O)NC(=O)N(Cc3ccccc3)C2=O)c(OC)c1OC in RGS7-Gao has 102
C#C[C@]1(O)CC[C@H]2[C@@H]3CCC4=CC(=O)CC[C@]4(C)[C@H]3CC[C@@]21C in Bcl-2 Bim block has -3
O=C(c1cc2c(s1)CCCC2)N1CCC2(CC1)OCCO2 in Bim-Bfl-1 has -12
Cn1c(O)c(C(=Nc2ccccc2)SCc2ccc(Cl)cc2)c(=O)n(C)c1=O in RGS8-Gao has 103
CC(C)NS(=O)(=O)c1ccc(OCC(=O)N2CCN(C)CC2)cc1 in Mcl-1 Bim block has 0

The listing picks up with the two entries that preceded the break.
SMILES	RGS7-Gao	Mcl1 Noxa PPI	Mcl-1 Bim block	RGS8-Gao	Mcl1-Bid inh	RGS4-Gao reg	Bim-Bfl-1	Bcl-XL Bim block	Bim-Bcl-B	Bcl-2 Bim block	Bim-Bcl-W
CC(C)NS(=O)(=O)c1ccc(OCC(=O)N2CCN(C)CC2)cc1	130	8	0	185*[activator]	-23	134	2	1	1	2	0
Cc1ccccc1CN1CCN(C(=O)Cc2ccccc2)CC1	92	29	7	103	34	96	6	3	4	5	4
CC(=O)c1c(C)n(Cc2ccccc2Cl)c2ccc(O)cc12	106	17	-1	104	-3	104	-13	-5	-8	-11	-2
Cc1cccc(-n2c(C)nc3ccccc3c2=O)n1	104	-6	-2	102	-2	101	-2	-9	-5	-6	-4
NS(=O)(=O)c1ccc(N2CCNCC2)cc1	?	2	1	98	-20	99	-4	0	1	-1	0
Cc1cc(C)nc(N2Cc3ccccc3C2=N)n1	86	-2	0	96	-24	84	-5	-3	-1	-5	-3
NCC1(CC(=O)O)CCCCC1	103	4	-1	103	-8	101	0	-2	-1	1	0
CC(C)Oc1ccc(C2(C#N)CC[N+](C)(C)CC2)cc1	107	-19	-3	110	-30	108	-3	-5	0	-1	-3
COc1ccc(C)cc1NC1=NC(C)(C)CS1	98	-11	3	100	-37	99	-2	1	0	0	0
O=C(c1cccc(Cl)c1)C1CCCN(Cc2cccc3cnccc23)C1 (stereo not given)	101	4	-4	100	-4	102	-1	-2	-2	-1	-3
C=COCCn1c(C)c(C(C)=O)c2cc(O)ccc21	101	15	-1	102	-66	103	-7	-1	-5	-4	-2
Cc1ccc(CN2CCN(Cc3ccccc3F)CC2)cc1	99	16	-3	107	7	101	-8	-3	-4	-2	-3
CC(=O)Nc1ccc(OC(=O)N(C)c2ccccc2)cc1	97	10	-2	100	-11	101	4	-3	0	-1	-4
C=CCn1c(O)c(/C(CC)=N/NC(=S)Nc2ccccc2)c(=O)[nH]c1=O	?	23	.	101	-22	103	.	.	.	.	.
CCCCS(=O)(=O)N1CCN(C(=N)N[N+](=O)[O-])CC1	95	6	-3	99	-2	100	0	-2	-7	-1	0
O=C1NC(=O)N(C2CCCCC2)C(=O)C1C1c2ccccc2C(=O)N1Cc1ccccc1 (stereo not given)	107	0	4	106	-49	109	-3	4	-6	-10	0
O=C(N/N=C/c1c(O)n(Cc2ccccc2)c(=O)[nH]c1=O)c1ccccc1O	82	-5	4	92	-16	88	-15	0	0	-5	0
COc1cccc(-c2cc(C(F)(F)F)n3nc(C(=O)N4CCC5(CC4)OCCO5)cc3n2)c1	97	-17	-1	101	-11	102	-11	-10	-9	-6	-8
CCCCN1CCC(O)(c2ccccc2)C(C(=O)c2ccccc2)C1 (stereo not given)	95	-6	-6	99	-7	100	-12	-7	-7	-2	-10
CN1C(=O)C(Cc2c[nH]c3ccccc23)C(=O)N(C)C1=O	100	17	5	99	-53	103	-5	-2	0	-3	5
CS(=O)(=O)Nc1ccc(Cc2noc(-c3ccc4[nH]cc(CCN)c4c3)n2)cc1	102	-12	-2	103	-8	103	-1	-2	-1	-4	-1
O=c1[nH]c(=O)n(Cc2ccc(F)cc2)c(O)c1C=NCCCn1ccnc1	97	7	-2	102	47	98	0	-9	-1	1	-5

Next part, starting with the last two of the part before.
SMILES	RGS7-Gao	Mcl1 Noxa PPI	Mcl-1 Bim block	RGS8-Gao	Mcl1-Bid inh	RGS4-Gao reg	Bim-Bfl-1	Bcl-XL Bim block	Bim-Bcl-B	Bcl-2 Bim block	Bim-Bcl-W
CS(=O)(=O)Nc1ccc(Cc2noc(-c3ccc4[nH]cc(CCN)c4c3)n2)cc1	102	-12	-2	103	-8	103	-1	-2	-1	-4	-1
O=c1[nH]c(=O)n(Cc2ccc(F)cc2)c(O)c1C=NCCCn1ccnc1	97	7	-2	102	47	98	0	-9	-1	1	-5
CCN1CCC2(CCNC2)C1 (stereo not given)	100	28	-2	104	-6	103	-5	-9	0	-2	-1
COc1ccc(CCn2c(O)c(C=NC3CC3)c(=O)[nH]c2=O)cc1OC	97	-6	0	102	-23	99	-11	-5	-8	-7	-4
Cc1ccc(N2C(=O)/C(=C/c3ccc(CN(CCC#N)S(C)(=O)=O)o3)C(=O)NC2=S)cc1	105	69*	0	100	-9	104	4	-2	1	6	0
O=c1[nH]c(=O)n(Cc2ccco2)c(O)c1C=NCCN1CCNCC1	?	-4	.	102	-17	98	.	.	.	.	.
CCCCOc1ccc(CC2C(=O)N(C)C(=O)N(C)C2=O)cc1	107	26	-2	99	72*	103	-1	2	-3	-1	-3
Nc1nnc(CCN2CCCCC2)s1	99	-1	-5	100	-11	98	2	-7	-10	1	-3
Cc1cc(Cl)ccc1C(=O)C1CCCN(Cc2ccon2)C1 (stereo not given)	97	-1	0	97	-20	100	-9	0	-3	-6	-2
COc1ccc(CCNCc2ccc(SC)cc2)cc1	102	-5	1	103	4	102	0	0	-1	1	-3
CC(=O)O[C@@H]1[C@H]2CC[C@@H]3[C@]1(C[C@@H](OC(C)=O)[C@@]1(O)C([C@@H]4O[C@@H]4C1(C)C)[C@]3(C)O)C[C@@]2(C)O (stereo not given in full)	104	-8	0	100	3	103	-3	-4	-1	0	-2
Cc1ccc(NP(=O)(Oc2ccccc2F)Oc2ccccc2F)cc1	107	11	-5	97	12	98	-4	-7	0	-4	-2
CC[N+](CC)(CC)CCCOC(=O)C(O)(c1ccccc1)C1CCCCC1 (stereo not given)	99	0	0	102	7	101	-11	-7	-7	-10	0
O=c1[nH]c(=O)n(-c2ccccc2)c(O)c1N=Nc1ccc(Br)cc1	?	10	-2	94	-13	96	-4	-3	-4	-2	-3
O=C1NC(=O)N(c2ccc3c(c2)OCO3)C(=O)/C1=C\c1ccsc1	?	1	.	91	-62	96	.	.	.	.	.
CCC(=NCc1ccco1)c1c(O)n(-c2ccccc2)c(=O)[nH]c1=O	95	8	-6	98	-29	99	-19	-8	-14	-15	-2
O=c1cc(CN2CC=C(c3ccccc3)CC2)c2c(ccc3ccccc32)o1	100	-7	0	98	-19	100	-10	-2	-2	-3	-2
Clc1cccc(N2CCNCC2)n1	102	3	0	101	-1	99	-4	-1	-5	0	-3
COc1cccc(CCNCc2cccc(C(F)(F)F)c2)c1	112	34	-22	117	41	110	0	-7	-3	0	-12
CCOCCCn1c(N)c(C(=O)Nc2sc3c(c2C(=O)OC)CCCC3)c2nc3ccccc3nc21	96	33	13	98	-15	96	9	17	15	1	14
CCOc1ccc(N2C(=O)NC(=O)/C(=C\c3ccccc3[N+](=O)[O-])C2=O)cc1	?	48	.	92	-52	92	.	.	.	.	.
Cc1cccc(-n2c(O)c(/C=N/N3CCOCC3)c(=O)[nH]c2=S)c1	99	20	21	91	-15	98	41*	30	11	22	21
O=C(CNS(=O)(=O)c1ccc(Br)s1)N1CCC2(CC1)OCCO2	98	-8	-1	99	-7	99	0	-3	0	-3	-3
Cc1c(N=Cc2c(O)n(Cc3ccco3)c(=O)[nH]c2=O)c(=O)n(-c2ccccc2)n1C	94	25	-3	101	-61	96	-12	-4	-8	-9	0
CN(C)[C@@H]1C(=O)C(C(N)=O)=C(O)[C@@]2(O)C(=O)C3=C(O)c4c(O)cccc4[C@@](C)(O)[C@H]3[C@H](O)[C@@H]12	86	111*	3	91	72*	93	16	0	-6	12	6
Cc1cc(C(=O)Nc2ccccc2)nn1C(C)(C)C	?	6	.	104	-11	114	.	.	.	.	.
O=c1c2ccccc2nc(/C=C/c2ccc(F)cc2)n1-c1ccccn1	?	3	.	99	-12	96	.	.	.	.	.
Cc1ccc(Cn2c(C)c3cnn(CC(=O)N4CCC5(CC4)OCCO5)c(=O)c3c2C)cc1	97	5	-3	99	-21	102	2	-1	0	0	0
CCc1nnc(NS(=O)(=O)c2ccc(N=Cc3c(O)n(-c4ccc(Cl)cc4)c(=O)[nH]c3=O)cc2)s1	96	-3	0	100	-19	90	0	-1	-7	1	-3
CCN1C(=O)NC(=O)/C(=C\c2ccc(N3CCOCC3)cc2OC)C1=O	104	2	0	104	-53	105	2	0	2	3	0
CCOC(=O)c1cc(C)sc1/N=C/C1C(=O)NC(=S)NC1=O	?	-43	-2	101	22	99	-4	-4	-8	-2	-2
O=C1NC(=O)N(c2ccc(Br)cc2)C(=O)/C1=C/c1ccsc1	88	7	-1	93	-16	90	1	0	1	5	2
O=C(N/N=C/c1c(O)n(Cc2ccc(F)cc2)c(=O)[nH]c1=O)c1ccccc1O	104	-21	-6	106	-39	103	-5	-7	-5	-4	-5
